# Compound activity as filed in PubChem BioAssay.
# OX1R antag-1 = antagonists of human orexin 1 receptor; hit rate 0.43% among 330,000; AID 434989; O43613; inhibition, % at 5 µM; CHO/OX1R cells, Fluo-8 calcium fluorescence, orexin A;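 active = inhibition above its plate's threshold, mean inhibition of all tested compounds on the plate plus 3 SD, cut at about 37% in these data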;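 also: 0% = orexin A challenge wells and 100% = SB-334867-A antagonist wells; not every result past the cut was called active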
# Target sequence (O43613 whole entry, looked up): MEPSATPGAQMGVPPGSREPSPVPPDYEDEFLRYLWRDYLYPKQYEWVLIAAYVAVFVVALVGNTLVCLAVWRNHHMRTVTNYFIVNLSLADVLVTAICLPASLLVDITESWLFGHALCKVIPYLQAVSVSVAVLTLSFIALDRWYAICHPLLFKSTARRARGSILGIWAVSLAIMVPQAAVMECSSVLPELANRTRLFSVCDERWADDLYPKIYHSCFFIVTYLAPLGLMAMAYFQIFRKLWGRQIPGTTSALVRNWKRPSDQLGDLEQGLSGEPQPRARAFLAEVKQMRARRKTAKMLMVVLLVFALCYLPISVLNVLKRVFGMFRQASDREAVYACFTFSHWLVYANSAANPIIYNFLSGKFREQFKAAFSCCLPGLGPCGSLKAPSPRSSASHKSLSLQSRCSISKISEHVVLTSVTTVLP
# OX1R antag-2 = antagonists of human orexin 1 receptor (OX1R); O43613; OX1R-expressing cells, FRET antagonist read-out; inhibition, % at 6.6 µM; hit rate 1.8% among 330,000; AID 485270; in the data active = inhibition mostly above about 38%, no sharp cut-off; inactive = mostly below about 40%;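 also: 0% = agonist challenge alone and 100% = reference antagonist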
# Numbers without * were called inactive; & = joins results of further samples.
SMILES,OX1R antag-1,OX1R antag-2
COc1cccc(NC(=O)CCS(=O)(=O)c2ccc(Br)cc2)c1,-5,6
COc1ccc(-c2cn(Cc3ccc4ccccc4c3)nn2)cc1,0,16
O=C(NCCc1ccccc1)c1nc(CS(=O)(=O)c2ccc(Cl)cc2)no1,-23,0
CCS(=O)(=O)N1CCN(C(=O)c2cc(OC)cc(OC)c2)CC1,0,9
CSc1nc(N(C)C)nc(N2CC(=O)N(CCNS(=O)(=O)c3ccc(C)cc3)C2=N)n1,-12,6
O=C(NCCN=C1NS(=O)(=O)c2ccccc21)c1ccncc1,-5,2
O=C(Nc1nnc(SCc2ccc(F)cc2)s1)c1ccc2c(c1)C(=O)N(c1ccccc1Cl)C2=O,-5,13
O=C(NCCOc1ccccc1)c1cccc(S(=O)(=O)NCc2ccccc2)c1,-21,40
CC(=O)c1cc(CN2CCN(Cc3ccccc3)C(CCO)C2)cs1 (stereo unspecified),-26,-2
O=C(c1ccc(Cl)s1)N1CCN(S(=O)(=O)c2ccc(Cl)cc2)CC1,-17,9
Cc1nc(NS(=O)(=O)c2ccccc2)sc1C(=O)N/N=C/c1ccccc1,-30,14
CN1CCC(N(C)C(=O)COc2ccc(S(=O)(=O)N3CCOCC3)cc2)CC1,-12,15
CC(C)(C)C(=O)Cn1ncc(N2CCOCC2)c(Cl)c1=O,-29,13
CC(C)=CCOc1ccc2ccc(=O)oc2c1,-8,8
COc1cc(-c2[nH]ncc2CN2CCSCC2)cc(OC)c1OC,-17,13
O=C(COC(=O)C1CCC1)Nc1ncc(Cl)cc1Cl,-13,5
COC(=O)c1c(NC(=O)CCC(=O)O)sc(Cc2ccccc2)c1C,3,21
COCCCNC(=S)NC(=O)c1ccc(C)cc1,0,-10
c1ccc(Oc2ncnc3sccc23)cc1,-11,9
Cc1cc(=O)oc2c(C)c(OC(C)C(=O)NCC3CCC(C(=O)O)CC3)ccc12 (stereo unspecified),7,4
CC1(C)CC(=O)/C(=C(\O)c2ccccc2)C(=NCCc2ccccc2)C1,-13,13
CCn1cc(C(=O)Nc2ccccc2)c(=O)c2ccc(C)nc21,-12,4
Cc1nc(SCC(=O)N2CCOCC2)c2c(=O)n(C)c(=O)n(C)c2n1,-21,17
CCOC(=O)c1cc2[nH]c3ccccc3c2[n+](-c2ccc([N+](=O)[O-])cc2)c1C,-8,114*
CCC(=O)c1ccc(OCC(=O)Nc2nn3cnnc3s2)cc1,5,-5
C=CCOc1ccc(C(=O)Nc2ncn[nH]2)cc1,-10,8
N#Cc1c(N)nc2c(c1-c1ccco1)CCCCC2,-16,12
CC(C)CNC(=O)c1cccc(NC(=O)CCc2ccccc2)c1,-6,11
O=S(=O)(NCc1ccccc1)NCc1ccccc1F,-7,8
CCOC(=O)C1=C(C)NC2=C(C(=O)c3ccccc32)C1c1cccc2ccccc12 (stereo unspecified),-15,16
CCC1(c2ccccc2)NC(=O)N(CC(=O)Nc2cccc(S(=O)(=O)N3CCCC3)c2)C1=O (stereo unspecified),-17,10
Cc1cccc(NC(=O)CNC(=O)C(NC(=O)Cc2ccccc2)C(C)C)c1C (stereo unspecified),-24,4
CCN(CC)CCCNc1nc(CN2CCOCC2)nc2sc3c(c12)CCC3,-33,17
Cc1ccc(S(=O)(=O)N2CCN(c3c([N+](=O)[O-])cc(C(F)(F)F)cc3[N+](=O)[O-])CC2)cc1,-21,24
C/C=C/C(=O)OCC(=O)Nc1c(Cl)cccc1Cl,6,10
Cc1ccc(S(=O)(=O)Nc2ccccc2C(N)=O)cc1,-5,0
CC(C)(C)OC(=O)N/N=C/c1ccc(Br)cc1,-10,21
COc1cccc(-c2ccc(SCC(=O)NC3CCCCC3)nn2)c1,-21,15
COc1ccc(NC(=O)c2cc(OC)c(OC)cc2OC)c(S(=O)(=O)N2CCOCC2)c1,-6,37
CCOc1cc(C(=O)N2CCN(c3ccc(C(C)=O)cc3)CC2)cc(OCC)c1OCC,-29,2
O=C(COC(=O)C12CC3CC(CC(C3)C1)C2)NCc1ccccc1,-5,-4
CC(C)(C)c1ccc(SCCc2ccncc2)cc1,1,21
O=C(CNC(=O)c1ccc(OC(F)F)cc1)NCC1CCCO1 (stereo unspecified),-12,-5
CCOCCCNC(=O)CCS(=O)(=O)Cc1ccc(C)cc1,8,10
O=C(CSc1n[nH]c(=O)n1C1CC1)Nc1cc(Cl)ccc1Oc1ccccc1,20,48
COC(=O)CNC(=O)C12CC3(C)CC(C)(CC(C)(C3)C1)C2,-6,1
CC(C)CN(CC(C)C)S(=O)(=O)N1CCC(C(=O)NCCN2CCOCC2)CC1,-22,14
C=CCC[C@@H](Cc1ccc(F)cc1)C(=O)OC[C@H](Cc1c[nH]c2ccccc12)NC(=O)[C@@H](CC=C)CC(=O)NCCO,28,6
O=C(CNC(=O)Cc1ccccc1)NCC(=O)OCC(=O)c1ccccc1Cl,-20,11
Cc1ccc(CN2CCSc3ccc(C(=O)N4CCOCC4)cc32)cc1,-36,15
CCn1cc(C(=O)Nc2ccc(C)cc2C)c(=O)c2ccc(C)nc21,-30,16
C=CCOC(=O)C1=C[C@H](c2ccc(Br)cc2)C[C@H](OCc2ccc(CO)cc2)O1,-28,22
Cc1ccc(CC(=O)O/N=C(\N)c2ccccn2)cc1,-7,4
CCN(CC)C(=O)CC(c1ccc(OC)cc1)c1c(O)cc(OC)cc1OC (stereo unspecified),-5,23
Cn1c(N)c(C(=O)c2ccc(Cl)cc2)c(=O)n(C)c1=O,-3,4
CC(=O)Nc1ccc(C(=O)COC(=O)c2cc(C)oc2C)c(F)c1,-6,9
O=C(COC(=O)c1ccc[n+]([O-])c1)Nc1ccc(Cl)cc1[N+](=O)[O-],-25,29
CN(C)CCC(=O)c1ccc(Cl)cc1,-9,24
O=C(NC(=S)N1CCN(Cc2ccccc2)CC1)c1ccccc1,-36,8
CC1CCC(C(C)C)C(OC(=O)CSc2nccc(=O)[nH]2)C1 (stereo unspecified),-10,12

# New compounds follow.
SMILES,OX1R antag-1,OX1R antag-2
CSc1n[nH]c(NCc2ccc(Cl)cc2)n1,-8,6
O=C(NCCc1ccccc1)C(=O)NCC1OCCN1S(=O)(=O)c1ccc(Br)cc1 (stereo unspecified),-18,29
CN1CCN(Cc2c(O)c(Cl)cc3c(-c4ccccc4)cc(=O)oc23)CC1,-10,38
CCN(CC)CC(=O)Nc1c(C)cccc1C,-25&-3&-9,10&5&4
COC(=O)c1c(-c2ccc(F)cc2)noc1N,-6,9
N#C/C(C(=O)NCc1ccccc1)=C1/N=C(NC(=O)c2cccs2)c2ccccc21,-16,35
O=C(N1CCOCC1)C1(c2ccc(Cl)cc2)CCCC1,-20,1
CCOC(=O)c1ccc(NC(=O)c2c(NC(=O)CCC(=O)O)sc3c2CCCCC3)cc1,-5,10
Fc1cccc(Cl)c1-c1nnc2ccc3ccccc3n12,-18,44
O=C(NCCc1nc2ccccc2[nH]1)c1ccc(Cl)c([N+](=O)[O-])c1,-18,32
O=C(N=c1ccn(-c2nc3ccccc3nc2NS(=O)(=O)c2ccc(Cl)cc2)cc1)c1ccccc1Cl,-15,6
c1ccc(-c2[nH]ncc2CN2CCN(Cc3ccc4c(c3)OCO4)CC2)cc1,-14,14
COc1ccc(NCc2nc3ccccc3n2CCOc2ccccc2)cc1,4,0
O=C(OC1CCOC1=O)c1cc(-c2ccc(Br)cc2)nc2ccccc12 (stereo unspecified),-8,13
Cc1nc(-c2ccc(NC(=O)c3ccccc3)cc2)cs1,-7,19

# Some of the entries so far, with the structure last:
OX1R antag-1	OX1R antag-2	mol
-5	10	CCOC(=O)c1ccc(NC(=O)c2c(NC(=O)CCC(=O)O)sc3c2CCCCC3)cc1
-18	44	Fc1cccc(Cl)c1-c1nnc2ccc3ccccc3n12
-18	32	O=C(NCCc1nc2ccccc2[nH]1)c1ccc(Cl)c([N+](=O)[O-])c1
-15	6	O=C(N=c1ccn(-c2nc3ccccc3nc2NS(=O)(=O)c2ccc(Cl)cc2)cc1)c1ccccc1Cl
-14	14	c1ccc(-c2[nH]ncc2CN2CCN(Cc3ccc4c(c3)OCO4)CC2)cc1
4	0	COc1ccc(NCc2nc3ccccc3n2CCOc2ccccc2)cc1
-8	13	O=C(OC1CCOC1=O)c1cc(-c2ccc(Br)cc2)nc2ccccc12 (stereo unspecified)

# The results go on:
SMILES,OX1R antag-1,OX1R antag-2
CCOC(=O)c1c(NC(=O)/C=C/c2ccc(C)o2)sc(C)c1C,-23,11
O=C(NCC1CCS(=O)(=O)C1)NCC1CCS(=O)(=O)C1 (stereo unspecified),6,3
COc1cc(S(=O)(=O)NCc2ccccn2)c(OC)cc1Cl,1,20
Clc1ccccc1OCc1nnc(-c2ccccc2)o1,-21,9
Cc1ccccc1N1C(=O)C2C3C=CC(C2C1=O)N(C)C3=O (stereo unspecified),-4,-1
Cc1ccc(O)c(N=CC2=C(O)c3ccccc3C2=O)c1,-9,64
Cc1ccc(C)c(OCC(=O)Nc2ccccc2C(=O)N2CCN(C)CC2)c1,-21,5
COc1cc(C(=O)NNC(=O)c2ccccc2OCc2c(C)noc2C)cc(OC)c1OC,6,-2
O=C(c1ccccc1)c1ccc(-n2ccnc2)c([N+](=O)[O-])c1,1,13
CCC(CC)N1CCN(CCc2ccccc2)C(CCO)C1 (stereo unspecified),-27,9
COc1ccc(C2=C(N)c3ccccc3C2=O)cc1,0,45*
Cc1ccc(S(=O)(=O)N2CCOCC2)cc1NC(=O)CN1C(=O)NC2(CCCC2)C1=O,10,10
CC(C)NC(=O)C1CC(=O)N(C(C)c2ccccc2)C1 (stereo unspecified),-1,7
COC(=O)CNC(=O)COC(=O)c1ccc(Cl)nc1,-11,15
NC(=O)c1cn(-c2ccccc2)nc1-c1cccnc1,-11,5

# Three of the entries above in order of the OX1R antag-2 value, falling:
SMILES,OX1R antag-1,OX1R antag-2
CCS(=O)(=O)N1CCN(C(=O)c2cc(OC)cc(OC)c2)CC1,0,9
NC(=O)c1cn(-c2ccccc2)nc1-c1cccnc1,-11,5
Cc1cccc(NC(=O)CNC(=O)C(NC(=O)Cc2ccccc2)C(C)C)c1C (stereo unspecified),-24,4

# Next part:
SMILES,OX1R antag-1,OX1R antag-2
COC(=O)C1CCN(C(=O)C2CCN(C(=O)[C@@H](NS(=O)(=O)c3ccc(C)cc3)C(C)C)CC2)CC1,-12,13
CCCCc1c(O)nc(SCC(=O)Nc2ccc(C)cc2)n(-c2ccc(OC)cc2)c1=O,-11,14
CCc1nnc(NC2=NCCC2)s1,-17,6
Cc1ccc(S(=O)(=O)N2CCN(C(=O)CSc3nccn3C)CC2)cc1,-6,3
Cc1cc(C)cc(C(=O)Nc2nnc(SCC(=O)N3CCCc4ccccc43)s2)c1,-23,6
CCOC(=O)/C(C#N)=N/Nc1ccc(S(=O)(=O)N2CCc3ccccc32)cc1,-3,36
Cn1cccc1/C=C1\SC(=S)N(NC(=O)c2ccccc2)C1=O,-10,16
Cc1ccccc1OCC1Cc2c(nc(N)c(C#N)c2N)O1 (stereo unspecified),-11,21
Cc1cc(NC(=O)C2CCCCC2)ccc1NC(=O)c1ccccc1Cl,-12,11
Cc1ccc(C(=O)CCC(=O)NC2CCCC(C)C2C)cc1 (stereo unspecified),-27,16
O=C(NNC(=O)C1CCC1)c1cccc(Cl)c1,-4,-6
O=C(CSc1ccccc1)NCc1ccccc1,-13,5
CC1CC(Nc2ccccc2)c2ccccc2N1C(=O)c1ccccc1F (stereo unspecified),-11,16
Cc1ccccc1NC(=S)N(C)Cc1cccs1,-7,6
CC1CCCCN1c1nnc(N)s1 (stereo unspecified),-19,10
Oc1c(C(c2cccs2)N2CCN(c3cccc(Cl)c3)CC2)sc2ncnn12 (stereo unspecified),-14,0
CCOC(=O)C1CCCN(Cc2cn[nH]c2-c2ccc(F)cc2F)C1 (stereo unspecified),-15,20
CCN(CC)C(=O)c1cn(-c2ccccc2)nc1-c1ccc2c(c1)OCCO2,-26,33
CCC(C)Sc1nnc(NC(=O)C2CCN(C(=O)c3ccco3)CC2)s1 (stereo unspecified),-17,5
CCOC(=O)C1=C(C)NC(C)=C(C(=O)OCC)C1c1ccccn1,-21,17
CC(Sc1ccc(Cl)cc1)C(=O)NNC(=O)c1ccncc1 (stereo unspecified),-13,10
O=C(Nc1ccc2snnc2c1)N1CCSCC1,-6,24
CCn1c(CNc2ccc(OC)cc2)nnc1SCC(=O)Nc1ccc(F)cc1,-17,15
CC(C)(C)n1nc2c(c1NC(=O)Cc1ccc(F)cc1)CSC2,-34,11
Cc1c(C(=O)NCc2ccco2)oc2c(Cl)cccc12,-19,8
Cc1ccc(NC(=O)C2CC2c2ccccc2)c([N+](=O)[O-])c1 (stereo unspecified),-12,14
Cc1ccc(NC(=O)NCc2ccc3c(c2)OCO3)cc1,-1,7
CCCOc1ccc(C2=CC(=O)C[C@H](c3ccc(OC)cc3)C2)cc1,-22,3
CC(=O)N(Cc1ccccc1)Cc1nc2sc(C)c(C)c2c(=O)[nH]1,-6,40
C/C(N)=C(/C#N)C(=O)CSc1nnc(Nc2c(C)cccc2C)s1,-36,14
O=C(NCc1ccccc1)C1COc2ccccc2O1 (stereo unspecified),-18,3
COC(=O)c1ccc(C(C(=O)NC2CCCCC2)N(Cc2ccccc2)C(=O)Cc2cccs2)cc1 (stereo unspecified),-31,3
CN(C)C(=O)N1CCCC(C(=O)NCc2ccc(F)cc2Cl)C1 (stereo unspecified),-6,11
O=C(/C=C/c1cccs1)Nc1cccc(NC(=O)/C=C/c2cccs2)n1,15,18
CCN(CC)S(=O)(=O)c1ccc(OC(C)C)c(N)c1,-11,18

# Compounds were not picked by outcome. Share with any hit: about 2.1%.
